USP30 inh: inhibitors of human USP30 deubiquitinase; purified USP30, Ub-rhodamine cleavage fluorescence; Q70CQ3; inhibition, % at 25 µM; actives 5.3% (n = 47,000)
Target sequence (Q70CQ3 whole entry, looked up): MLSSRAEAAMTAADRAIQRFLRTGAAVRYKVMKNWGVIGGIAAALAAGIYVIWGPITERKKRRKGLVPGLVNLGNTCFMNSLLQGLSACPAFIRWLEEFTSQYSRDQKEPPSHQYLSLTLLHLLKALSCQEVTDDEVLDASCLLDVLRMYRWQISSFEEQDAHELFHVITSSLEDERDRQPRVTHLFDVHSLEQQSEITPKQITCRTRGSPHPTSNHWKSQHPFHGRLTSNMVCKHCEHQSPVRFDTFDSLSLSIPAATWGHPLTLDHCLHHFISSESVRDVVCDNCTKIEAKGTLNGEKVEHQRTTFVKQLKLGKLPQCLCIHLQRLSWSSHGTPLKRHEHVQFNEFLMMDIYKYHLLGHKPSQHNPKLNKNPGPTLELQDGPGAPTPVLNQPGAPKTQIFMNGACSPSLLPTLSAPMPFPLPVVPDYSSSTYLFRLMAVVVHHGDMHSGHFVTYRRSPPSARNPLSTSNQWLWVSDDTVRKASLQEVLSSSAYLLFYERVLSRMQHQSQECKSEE
USP8 block: blocks human USP8 ubiquitin-rhodamine cleavage. P40818. purified USP8, Ub-rhodamine cleavage fluorescence, 30 min. inhibition, % at 20 µM. actives 4.2% (n = 47,000)
USP10 block: inhibitors of human USP10 deubiquitinase. Q14694. inhibition, % at 20 µM. purified USP10, Ub-rhodamine fluorescence, 60 min. actives 1.1% (n = 47,000)
OTUD3 inh: human OTUD3 deubiquitinase inhibition | purified OTUD3, Ub-rhodamine fluorescence, 2 h | inhibition, % at 25 µM | actives 0.7% (n = 47,000) | Q5T2D3
Target sequence (Q5T2D3 whole entry, looked up): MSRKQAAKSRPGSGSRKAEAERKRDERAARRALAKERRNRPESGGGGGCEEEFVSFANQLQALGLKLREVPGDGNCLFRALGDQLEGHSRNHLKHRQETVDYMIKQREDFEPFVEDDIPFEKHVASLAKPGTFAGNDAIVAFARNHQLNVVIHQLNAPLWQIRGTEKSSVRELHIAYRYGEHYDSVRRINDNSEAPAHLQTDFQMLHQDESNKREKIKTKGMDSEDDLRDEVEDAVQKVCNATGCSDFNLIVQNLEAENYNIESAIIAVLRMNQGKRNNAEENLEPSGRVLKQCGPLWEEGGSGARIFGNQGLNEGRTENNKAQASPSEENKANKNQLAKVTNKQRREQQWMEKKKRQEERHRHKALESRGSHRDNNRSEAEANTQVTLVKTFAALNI
UCHL1 block: human UCHL1 deubiquitinase inhibition. P09936. purified UCHL1, Ub-rhodamine cleavage fluorescence. inhibition, % at 20 µM. actives 0.2% (n = 47,000). AID 1645859
USP17 inh: inhibitors of human USP17 deubiquitinase | inhibition, % at 50 µM | purified USP17, Ub-rhodamine cleavage fluorescence, 3 h | actives 6.5% (n = 47,000) | A8MUK1 | AID 1645855
USP7 block: blocks human USP7 ubiquitin-rhodamine cleavage; purified USP7, Ub-rhodamine cleavage fluorescence; actives 0.3% (n = 47,000); inhibition, % at 20 µM; AID 1645854
USP28 block: human USP28 deubiquitinase inhibition | AID 1645857 | actives 3% (n = 47,000) | inhibition, % at 25 µM | purified USP28, Ub-rhodamine cleavage fluorescence, 30 min
The depositor's hits bear a star; nt = not tested or not shown. Rule as the data show it: active = inhibition above about 30%; inactive = the rest.

The first 2 entries, ahead of the listing:
SMILES	USP30 inh	USP8 block	USP10 block	OTUD3 inh	UCHL1 block	USP17 inh	USP7 block	USP28 block
O=C(NCC1CCCCC1)C1CCN(C2=NS(=O)(=O)c3ccccc32)CC1	2	-3	-1	-1	-3	-8	-1	-3
O=S(=O)(c1ccccc1)c1cnn(-c2ccccc2)c1-c1ccc(F)cc1	14	-4	7	11	5	12	6	6

The whole of this part, from the first entry:
SMILES	USP30 inh	USP8 block	USP10 block	OTUD3 inh	UCHL1 block	USP17 inh	USP7 block	USP28 block
O=C(NCC1CCCCC1)C1CCN(C2=NS(=O)(=O)c3ccccc32)CC1	2	-3	-1	-1	-3	-8	-1	-3
O=S(=O)(c1ccccc1)c1cnn(-c2ccccc2)c1-c1ccc(F)cc1	14	-4	7	11	5	12	6	6
O=C1C=C2[C@@H](OC=C[C@H]2O)O1	-210	-124	-10	-16	-22	-57	-67	-20
Cc1ccc(-c2nn(C(C)(C)C)c3ncnc(NS(=O)(=O)c4ccc(Cl)cc4)c23)cc1	21	18	42*	9	9	7	17	4
Cc1ccc2cc(CN(CCCO)C(=O)c3ccc(Cl)cc3)c(=O)[nH]c2c1C	-16	18	0	10	2	-46	0	5
Cn1c(=O)c2c(-c3ccncc3)cc(-c3ccccc3)nc2n(C)c1=O	9	13	-2	4	0	10	0	0
O=C(Nc1ccccc1Cl)c1ncoc1-c1cccs1	3	-16	2	-7	-5	-12	1	0
CC(C)NC(=O)N1CCOC2(CCCN(c3ccccn3)C2)C1 (stereo not given)	-98	-72	1	-27	-1	-38	0	-36
O=C(Nc1ccc(-n2cncn2)cc1)c1ccccc1N1CCOCC1	-14	-1	-1	-4	0	-24	-2	-1
Cc1cc(C)n(CC(=O)NCc2ccc(F)cc2F)c1-c1nc(C2CC2)no1	33*	16	2	12	1	31*	-22	14
COc1ccc2cc(C(=O)N3CCC(C(C)C(=O)NCc4cccc(F)c4)CC3)[nH]c2c1 (stereo not given)	2	25	20	5	5	1	6	7
COCC1OC(OC2OCC3OC4(OC(C)C(O)(C(C)=O)C5OCOC54)O[C@H]3[C@H]2OC(=O)C(C)C)[C@@H](OC)[C@@H](O)C1O[C@@H]1O[C@H](C)[C@H](OC)[C@H](OC2O[C@H](C)C3OC4(C[C@@H](O)C(O[C@H]5C[C@@H](O)C(OC(=O)c6c(C)c(Cl)c(O)c(Cl)c6OC)[C@@H](C)O5)[C@@H](C)O4)O[C@@]3(C)[C@@H]2O)C1O (stereo not given in full)	-22	-4	-6	-8	-3	-6	-6	-9
O=C(NCCc1ccc(Cl)cc1Cl)c1ccc2c(=O)n3c(nc2c1)CCCCC3	27	0	3	-2	5	-5	7	21
Cc1ccc(CNC(=O)c2cc3occc3c(Nc3ccccc3)n2)cc1	-186	57*	-1	-16	-4	49*	-6	-17
Cc1nc(-c2cncc(-c3cc4ccccc4s3)c2)cc(N2CCC3(CC2)OCCO3)n1	-103	-3	-6	-25	-2	-52	-2	-28
Cc1cccc(NC(=O)CNC(=O)c2ccc(-c3noc(C4CCCC4)n3)cc2)c1C	35*	0	59*	1	3	32*	18	2
CCCC(C)NC(=O)c1ccccc1-c1ccc(C(F)(F)F)cc1 (stereo not given)	8	18	4	13	4	16	-21	9
COc1ccc(C2CC(c3ccc(OC)cc3)n3ncnc3N2C(=O)C2CC2)cc1 (stereo not given)	37*	6	1	7	2	9	2	10
O=C(c1cc(S(=O)(=O)N2CCCCC2)c[nH]1)N1CCc2ccccc2C1	15	12	1	13	2	0	-1	7
COC(=O)C(NC(=O)c1cccc(NC=O)c1O)C(C)O (stereo not given)	-6	-120	-8	-11	-19	-28	-16	-15
CC(=O)Nc1ccc(C(=O)N[C@@H]2[C@@H](c3ccccc3)[C@@H](CO)N3CCC[C@H]23)cc1	-43	0	-2	2	0	4	-1	-6
Cn1cncc1-c1cncc(CC2CCCN(S(C)(=O)=O)C2)n1 (stereo not given)	1	0	-1	7	4	2	0	0
Nc1cc(CCC2CN(S(=O)(=O)c3cccnc3)CCO2)ccn1 (stereo not given)	-13	-6	-2	-5	-6	-9	-10	0
COc1ccc2[nH]c3c(=O)n(CCN4CCOCC4)cnc3c2c1	3	8	-1	0	2	2	2	-5
Cc1cnc(NC(=O)CNC(=O)c2ccccc2F)s1	12	-5	-2	14	1	-11	2	3
O=C(NCCS(=O)(=O)N1CCN(c2ncccn2)CC1)c1cccc(Cl)c1	-9	2	1	-4	-3	0	-2	-7
O=C1CSC(c2cccnc2)N1Cc1ccc(Cl)cc1Cl (stereo not given)	5	-2	0	5	0	-1	-3	6
Cn1nc(-c2ccccc2)c(COC(=O)c2cc(C(F)(F)F)cc(C(F)(F)F)c2)c1S(=O)(=O)c1ccc(Cl)cc1	16	20	2	15	-1	15	5	15
CC(=O)N1CC[C@@H]2[C@H]1CCCCN2Cc1c(C)nn(-c2ccccc2C)c1C	0	-3	1	5	2	7	8	0
COCC1c2c(cnn2C)CCN1C(=O)c1ccnnc1 (stereo not given)	-23	-195	-4	-7	-4	-51	0	-9
Cc1cc(-c2nnc(C3CCC3)o2)c(C)n1CC(=O)NCc1ccccc1	-31	-4	-1	-10	-2	-11	0	-9
Cc1csc2ncc(C(=O)NCCc3ccccc3Cl)c(=O)n12	4	-9	-1	0	-1	0	1	-2
CC(C)CC(=O)N1CCN(C(=O)c2ccc(-c3ccccc3)cc2)CC1	21	11	3	8	4	3	6	3
O=C(NCc1ccc2c(c1)OCO2)c1nnn(-c2ccc(Cl)cc2)c1-c1cccnc1	-2	-8	2	-7	0	21	0	-14
O=C(NCc1ccccc1Cl)c1cccc(N2C(=O)CCS2(=O)=O)c1	-1	0	-1	0	0	-1	0	6
O=C1C(=NCCc2ccccc2)N[C@@H]2[C@@H](O)[C@@H](O)[C@H](O)[C@@H](CO)N12	16	-32	1	9	-1	0	3	6
CNc1cc(C2CCCN2C(=O)c2ccc3n[nH]nc3c2)nc(C)n1 (stereo not given)	-1	-1	1	0	-1	-22	3	-2
OC1CCN(c2cc(-c3cccnc3)nc(-c3cccnc3)n2)CC1	8	22	0	8	1	4	4	9
CS(=O)(=O)c1cc(Cl)ccc1CN1CCC(c2nc(-c3ccncc3)no2)CC1	-13	-6	1	-9	0	-13	-4	-13
COc1ccccc1CNC(=O)C1c2ccccc2C(=O)N1c1ccc(F)cc1 (stereo not given)	1	10	4	4	5	14	-8	0
O=S1(=O)C=C(CSCCO)c2cc(Cl)ccc21	-17	0	-1	-10	0	-7	0	-8
Cn1nc(C(=O)N2CCOCC2)c2c1CN(CC1CCCCC1)CC2	0	-107	-1	1	2	-8	0	-1
CCC(Oc1ccccc1OC)C(=O)N1CC(=O)Nc2ccccc21 (stereo not given)	0	3	3	-4	1	0	0	0
CCn1nnc2c(NCc3ccc4c(c3)OCO4)ncnc21	7	12	2	2	1	2	2	5
CCn1nccc1C1CCCN1C(=O)Nc1cc(OC)c(OC)c(OC)c1 (stereo not given)	-2	-5	0	0	-2	1	-1	-1
CC(=O)Nc1onc(C)c1-c1ccc(C)c(S(=O)(=O)Nc2ccccc2F)c1	-7	6	0	-4	-3	0	0	-2
Cc1cc(C)nc(-n2nc(C)cc2NC(=O)c2ccc3c(c2)OCO3)n1	-7	-27	-1	1	1	-5	3	-5
CSc1nn(-c2ccccc2)cc1C(=O)N1CCOCC1	-7	-147	-1	-3	-1	nt	-4	-6

17 neighbouring records out of the list so far, for reference:
SMILES	USP30 inh	USP8 block	USP10 block	OTUD3 inh	UCHL1 block	USP17 inh	USP7 block	USP28 block
Cc1cc(-c2nnc(C3CCC3)o2)c(C)n1CC(=O)NCc1ccccc1	-31	-4	-1	-10	-2	-11	0	-9
Cc1csc2ncc(C(=O)NCCc3ccccc3Cl)c(=O)n12	4	-9	-1	0	-1	0	1	-2
CC(C)CC(=O)N1CCN(C(=O)c2ccc(-c3ccccc3)cc2)CC1	21	11	3	8	4	3	6	3
O=C(NCc1ccc2c(c1)OCO2)c1nnn(-c2ccc(Cl)cc2)c1-c1cccnc1	-2	-8	2	-7	0	21	0	-14
O=C(NCc1ccccc1Cl)c1cccc(N2C(=O)CCS2(=O)=O)c1	-1	0	-1	0	0	-1	0	6
O=C1C(=NCCc2ccccc2)N[C@@H]2[C@@H](O)[C@@H](O)[C@H](O)[C@@H](CO)N12	16	-32	1	9	-1	0	3	6
CNc1cc(C2CCCN2C(=O)c2ccc3n[nH]nc3c2)nc(C)n1 (stereo not given)	-1	-1	1	0	-1	-22	3	-2
OC1CCN(c2cc(-c3cccnc3)nc(-c3cccnc3)n2)CC1	8	22	0	8	1	4	4	9
CS(=O)(=O)c1cc(Cl)ccc1CN1CCC(c2nc(-c3ccncc3)no2)CC1	-13	-6	1	-9	0	-13	-4	-13
COc1ccccc1CNC(=O)C1c2ccccc2C(=O)N1c1ccc(F)cc1 (stereo not given)	1	10	4	4	5	14	-8	0
O=S1(=O)C=C(CSCCO)c2cc(Cl)ccc21	-17	0	-1	-10	0	-7	0	-8
Cn1nc(C(=O)N2CCOCC2)c2c1CN(CC1CCCCC1)CC2	0	-107	-1	1	2	-8	0	-1
CCC(Oc1ccccc1OC)C(=O)N1CC(=O)Nc2ccccc21 (stereo not given)	0	3	3	-4	1	0	0	0
CCn1nnc2c(NCc3ccc4c(c3)OCO4)ncnc21	7	12	2	2	1	2	2	5
CCn1nccc1C1CCCN1C(=O)Nc1cc(OC)c(OC)c(OC)c1 (stereo not given)	-2	-5	0	0	-2	1	-1	-1
CC(=O)Nc1onc(C)c1-c1ccc(C)c(S(=O)(=O)Nc2ccccc2F)c1	-7	6	0	-4	-3	0	0	-2
Cc1cc(C)nc(-n2nc(C)cc2NC(=O)c2ccc3c(c2)OCO3)n1	-7	-27	-1	1	1	-5	3	-5

Further records follow:
SMILES	USP30 inh	USP8 block	USP10 block	OTUD3 inh	UCHL1 block	USP17 inh	USP7 block	USP28 block
O=C(c1ccc(F)cc1)N1CCCC1c1nc(-c2ccccc2)no1 (stereo not given)	23	12	4	11	-3	13	-2	9
CCn1c(=O)c(CCC(=O)N2CCN(c3ccccn3)CC2)c(C)c2c(C)nn(-c3ccccc3)c21	15	0	0	-2	-5	0	-1	-5
CNC(=O)c1cnn2c(C3CCCN3C(=O)c3cnc4ccccc4c3)ccnc12 (stereo not given)	-12	-52	-5	7	-2	-7	0	5
Cc1nc(CN2CCC3(CC2)OC(C(=O)Nc2cccnc2)Cn2ccnc23)cs1 (stereo not given)	0	-17	-4	7	-1	4	0	5
CO[C@@H]1C(=O)CC[C@]2(CO2)[C@@]1(O)[C@@]1(C)O[C@@H]1CC=C(C)C	13	2	6	3	1	5	8	6
CCn1c(-c2ccccc2)c(C(=O)COC(=O)C(NC(=O)c2ccccc2)C(C)C)c2ccccc21 (stereo not given)	10	13	0	3	3	4	8	13
O=C(NC[C@H]1OC[C@@H]2CCN(Cc3ccncc3)C[C@@H]21)c1ccno1	12	-28	0	10	6	3	6	13
CC(=O)N1Cc2cc(C)ccc2OC2(CCN(Cc3ccc(OCCO)cc3)CC2)C1	-68	-10	-4	-16	-4	-8	-3	-17
O=C(CN(Cc1ccccc1)c1ccccn1)N1CCOCC1	6	1	1	1	1	-1	-9	0
CCC(=O)Nc1ccc(C)n(CC(=O)NC2CCCC2)c1=O	-21	0	0	-7	-1	-5	1	-4
C=C(NC(=O)c1ccc2c(n1)-c1coc(n1)C(=C)NC(=O)C(=C)NC(=O)c1nc(oc1C)C(=C)NC(=O)C(C(C)(C)O)NC(=O)C(=C)NC(=O)c1nc(oc1C)/C(=C/C)NC(=O)[C@H]([C@@H](C)O)NC(=O)c1csc-2n1)C(N)=O (stereo not given in full)	-109	-5	-8	-19	0	22	15	-10
CCc1ccc(NC(=O)c2cccc3c2C(=O)N(CC2CCCO2)C3)cc1 (stereo not given)	-9	11	0	19	6	18	7	14
CCc1ccc(NC(=O)N2CCC(c3nc4cccnc4n3C)C2)cc1 (stereo not given)	1	6	-1	10	-1	-1	1	8
